Assay outcomes deposited in PubChem BioAssay by National Center for Advancing Translational Sciences (NCATS).
4MU fluor: qHTS Assay for Spectroscopic Profiling in 4-MU Spectral Region | compound autofluorescence, 340/450 nm, 4-MU equivalents; active compounds read high | max dye-equivalent concentration, M | hit rate 11% among 59,000; in the data active = max dye-equivalent concentration above about 10 nM; inconclusive = mostly about 1.1 nM to 9.6 nM
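Compounds in 100 mM Tris, pH 8.0, incubated 15 min at room temperature, then fluorescence read at 340 nm excitation/450 nm emission. Signal converted to 4-MU dye-equivalent concentration using an on-plate six-point 4-MU standard curve.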
GFP derepression: qHTS Assay for Epigenetic Modulators; mouse C127i GFP locus derepression, cytometry, 30 h; Potency, µM (doses to about 46.1 µM), for the others: top-dose GFP derepression (activation); hit rate 0.09% among 68,000; also: % of control where 0% means no effect
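Murine C127i mammary cells carrying a silenced, stably integrated CMV-driven GFP reporter were treated with compound for 30 hours at 37 C. After PBS washes, GFP-positive cells were counted by laser-scanning microplate cytometry.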
Ub-GFP proteasome: Ubiquitin-GFP Assay; 67,000 tested, under 10 active; Ubiquitin-GFP reporter cells, proteasome inhibition, GFP fluorescence; response scale: untreated = 0%, 10 µM MG-132 = 100%; Potency, µM (highest dose often 45.9 µM), for the others: at the highest dose activation (GFP accumulation), hits mostly activators; AID 526, 2006; active = well fitted activation curve with a large enough effect, not every such curve was filed as active; inconclusive = small, poorly fitted or top-dose-only effect, or another doubt; inactive = no such curve, though single readings can be large or run the other way; also: potency is read from the fitted curve at half-maximal effect
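Proteasome blockade was scored as a rise in GFP-expressing U2OS cells carrying a ubiquitin(G76V)-GFP construct, imaged after 4 hr compound treatment at 37 °C across a 46 uM–2.9 nM series.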
Fluorescein autfl: qHTS Assay for Spectroscopic Profiling in Fluorescein Spectral Region. hit rate 0.91% among 59,000. Compound autofluorescence, 480/540 nm, fluorescein-equivalent; active compounds read high. max fluorescein-equivalent concentration, M; in the data active = max fluorescein-equivalent concentration above about 10 nM; inconclusive = between about 1.1 nM and that limit
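Normalized response (dye-equivalent concentration) derives from comparing each well's 540 nm emission, under 480 nm excitation, with plate-resident fluorescein standards. Compounds were held in 100 mM Tris, pH 8.0, for 15 min at room temperature.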
TexasRed autofl: qHTS Assay for Spectroscopic Profiling in Texas Red Spectral Region; max dye-equivalent concentration, M; AID 587, 2007; Compound fluorescence, Texas Red channel, 547/618 nm; active compounds read high; hit rate 0.06% among 59,000; in the data active = max dye-equivalent concentration above about 10 nM; inconclusive = between about 1.1 nM and that limit
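Compound titrations in 100 mM Tris pH 8.0 were incubated 15 min at room temperature and read at 547 nm excitation / 618 nm emission. Texas Red six-point standard curve on each plate converted fluorescence to dye-equivalent concentration.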
FLuc inh: qHTS Assay for Inhibitors of Firefly Luciferase. hit rate 2.2% among 72,000. AID 411, 2009. Potency, µM (top dose mostly 57.1 µM), for the others: at the top dose activity change, negative = inhibition, hits mostly inhibitors. purified firefly luciferase, luminescence, 8 min. Luciferin 4-monooxygenase (Photinus pyralis), P08659; also: potency is read from the fitted curve at half-maximal effect; % is scaled to controls: 0 for no effect and ±100 for the full control effect; nearly all actives have a fitted effect of over 40% in size
Target sequence (P08659 whole entry, looked up): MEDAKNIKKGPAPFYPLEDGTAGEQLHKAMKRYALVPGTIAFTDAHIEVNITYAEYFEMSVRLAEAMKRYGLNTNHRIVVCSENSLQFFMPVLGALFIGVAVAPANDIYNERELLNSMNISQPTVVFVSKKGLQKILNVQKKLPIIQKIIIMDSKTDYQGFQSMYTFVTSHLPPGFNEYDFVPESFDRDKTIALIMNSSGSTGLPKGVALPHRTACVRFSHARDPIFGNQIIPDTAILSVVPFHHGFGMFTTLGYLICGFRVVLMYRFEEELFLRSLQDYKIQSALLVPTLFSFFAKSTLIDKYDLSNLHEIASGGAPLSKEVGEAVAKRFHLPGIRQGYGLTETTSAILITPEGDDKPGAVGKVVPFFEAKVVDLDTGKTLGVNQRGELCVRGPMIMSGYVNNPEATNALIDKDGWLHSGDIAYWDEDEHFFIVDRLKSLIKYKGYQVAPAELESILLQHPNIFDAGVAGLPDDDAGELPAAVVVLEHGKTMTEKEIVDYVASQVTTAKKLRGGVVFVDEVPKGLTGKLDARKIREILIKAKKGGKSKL
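Substrate buffer containing 10 uM ATP (pH 7.2 imidazole, Mg2+, KCl, detergent, BSA) is dispensed, compound pinned in, then luciferase/luciferin detector mix added. After 8 min at ambient temperature, light output is measured.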
A350 autofl: qHTS Assay for Spectroscopic Profiling in A350 Spectral Region; Compound autofluorescence, 340/450 nm, Alexa 350 dye-equivalents; active compounds read high; hit rate 11% among 59,000; max dye-equivalent concentration, M; in the data active = max dye-equivalent concentration above about 10 nM; inconclusive = mostly about 1.1 nM to 9.6 nM
Hsp90 Hop PPI: qHTS Assay for Disrupters of an Hsp90 Co-Chaperone Interaction; Hsp90 C-terminal peptide / TPR2A (Hop) interaction, human; AlphaScreen TPR2A-His6 binding biotin-Hsp90 C-terminal peptide; Potency, µM (highest dose often 57 µM), for the others: at the top dose activity change, negative = inhibition; hit rate 0.44% among 71,000; AID 595, 2007; active = well fitted curve in either direction with a large enough effect; inconclusive = small, poorly fitted or top-dose-only effect, or another doubt; also: potency is read from the fitted curve at half-maximal effect; % is scaled to controls: 0 for no effect and ±100 for the full control effect; many of its hits are not listed in these tables
CRE Fsk mod: Cell signaling CRE-BLA (Fsk stim) | hit rate 2.5% among 71,000 | AID 662, 2007 | CHO CRE-bla reporter (cAMP response element driving beta-lactamase), forskolin EC10, beta-lactamase ratio | Potency, µM (titrated, usually from 38.2 µM), for inactives: at the top dose activity change, negative = inhibition, hits mostly activators; active = well fitted activation curve with a large enough effect in the signal ratio, with a control signal flat, not every such curve was filed as active; inconclusive = small, poorly fitted or top-dose-only effect, or effect the other way, or a change in a side signal; the % refers to the signal ratio; also: potency is read from the fitted curve at half-maximal effect; % of control where 0% means no effect
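The 460nm/530nm emission ratio after CCF4 loading defined %Activity, from which AC50 values were obtained. CRE-bla CHO cells received compound dilution series together with an EC10 level of NKH 477 for 3 hours at 37 degrees Celsius.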
HBB splicing: qHTS Assay for Modulators of Hemoglobin Beta Chain Splicing. HBB splicing reporter cell assay, activation; EGFP reporter with mutant IVS2-654 intron; response scale: normalised to 500 nM splice-correcting PNA. Potency, µM (top dose mostly 46.1 µM), for the others: at the highest dose activation, usual class: activators. hit rate 0.06% among 65,000. AID 925, 2007; also: potency is read from the fitted curve at half-maximal effect; 0% is about no effect
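Compounds were applied for 2 days to HeLa EGFP-654 cells, 500/well in Optimem with 2% FCS. The reporter's EGFP is disrupted by mis-splicing of beta-globin intron IVS2-654. Readout: summed well GFP fluorescence from 488 nm laser scanning; reference was 500 nM antisense […] 654 PNA.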
ERK AVP inh: qHTS Assay for Inhibitors of the ERK Signaling Pathway using a Homogeneous Screening Assay; HEK293-V1b, vasopressin-stimulated pERK AlphaScreen; Potency, µM (series often up to 57.5 µM), for inactives: top-dose activity, negative = inhibition, hits mostly inhibitors; hit rate 0.99% among 72,000; also: potency is read from the fitted curve at half-maximal effect; % is scaled to controls: 0 for no effect and ±100 for the full control effect; nearly all actives have a fitted effect of over 55% in size
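qHTS, compounds titrated on V1b-expressing HEK293 cells. Preincubation 30 min at 37C, vasopressin 25 nM for 5 min, lysis 10 min, bead incubation 5 hr at room temperature.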
Numbers without * were called inactive; & = joins results of further samples; [ ] = dose if it differs, or a comment. Unless noted, calls follow the shape of the dose curve; as a rule, active = well fitted curve in the direction sought with a large enough effect; inconclusive = small, poorly fitted or top-dose-only effect, or another doubt; inactive = no such curve, though single readings can be large; an effect the other way counts as inactive or inconclusive. These rows are one share of the data; the hit share may differ from the screen's.

What do the screens show for `O=C(CSc1nc2ccccc2c(=O)[nH]1)c1ccc(O)c(O)c1`?
4MU fluor: inactive; GFP derepression: 2%; Ub-GFP proteasome: -12%; Fluorescein autfl: inactive; TexasRed autofl: inactive; FLuc inh: 3%; A350 autofl: inactive; Hsp90 Hop PPI: -11%; CRE Fsk mod: 15%; HBB splicing: -1.4%; ERK AVP inh: 16µM*

What do the screens show for `CCn1c(SCC#N)nc2c(c1=O)C1(CCCC1)Cc1ccccc1-2`?
4MU fluor: inactive; GFP derepression: -3%; Ub-GFP proteasome: 1%; Fluorescein autfl: inactive; TexasRed autofl: inactive; FLuc inh: 1%; A350 autofl: inactive; Hsp90 Hop PPI: 1%; CRE Fsk mod: inconclusive; ERK AVP inh: -6%

Results for Cc1noc(C)c1COC(=O)CCCc1nc2ccccc2s1 ?
4MU fluor: inactive; GFP derepression: 1%; Ub-GFP proteasome: 2%; Fluorescein autfl: inactive; TexasRed autofl: inactive; FLuc inh: 2%; A350 autofl: inactive; Hsp90 Hop PPI: 4%; CRE Fsk mod: 9%; HBB splicing: -1.6%; ERK AVP inh: 13%

How did COc1cc(-c2nc3ccccn3c2NCC2CCCO2)ccc1O (stereo unspecified) do in these assays?
4MU fluor: 2.1e-07M*; GFP derepression: 1%; Ub-GFP proteasome: -7%; Fluorescein autfl: inactive; TexasRed autofl: inactive; FLuc inh: -5%; A350 autofl: 2e-07M*; Hsp90 Hop PPI: -2%; CRE Fsk mod: 18%; HBB splicing: -0.2%[57.5 µM]; ERK AVP inh: -17%

What do the screens show for `COC(=O)CSC1=C(C#N)C(=O)NC2(CCCCC2)S1`?
4MU fluor: inactive; GFP derepression: 4%[20.6 µM]; Fluorescein autfl: inactive; TexasRed autofl: inactive; FLuc inh: -1%[25.5 µM]; A350 autofl: inactive

How did c1ccc2c(c1)nc(-c1ccncc1)n1nnnc21 do in these assays?
4MU fluor: 3.6e-08M*; GFP derepression: -2%; Ub-GFP proteasome: 1%; Fluorescein autfl: inactive; TexasRed autofl: inactive; FLuc inh: -9%; A350 autofl: 4.5e-08M*; Hsp90 Hop PPI: -3%; CRE Fsk mod: 20%; HBB splicing: -0.9%; ERK AVP inh: inconclusive

Results for Cc1c2c(nc3c(C)cccc13)OC(C)C2 (stereo unspecified) ?
4MU fluor: inactive; GFP derepression: 3%; Ub-GFP proteasome: -8%; Fluorescein autfl: inactive; TexasRed autofl: inactive; FLuc inh: -5%; A350 autofl: inactive; Hsp90 Hop PPI: 0%; CRE Fsk mod: 9%; HBB splicing: 0.0%[57.5 µM]; ERK AVP inh: -17%

What do the screens show for `c1ccc(-c2cc(N3CCCCCC3)n[nH]2)cc1`?
4MU fluor: inactive; GFP derepression: -2%; Ub-GFP proteasome: 2%; Fluorescein autfl: inactive; TexasRed autofl: inactive; FLuc inh: -17%; A350 autofl: inactive; Hsp90 Hop PPI: -16%; CRE Fsk mod: -7%; HBB splicing: -0.9%; ERK AVP inh: -20%

What do the screens show for `O=C(Nc1cccc2ccccc12)c1ccccc1`?
4MU fluor: inactive; GFP derepression: 2%[9.22 µM]; Ub-GFP proteasome: 3%[9.17 µM]; Fluorescein autfl: inactive; TexasRed autofl: inactive; FLuc inh: 0%[11.4 µM]; A350 autofl: inactive; Hsp90 Hop PPI: 3%[11 µM]; CRE Fsk mod: -5%[7.6 µM]; HBB splicing: 1.7%[9.22 µM]; ERK AVP inh: 4%[11.5 µM]

What do the screens show for `O=C(CNc1ccc(Oc2ccccc2)cc1)N1CCOCC1`?
4MU fluor: inactive; GFP derepression: -1%; Ub-GFP proteasome: 1%; Fluorescein autfl: inconclusive; TexasRed autofl: inactive; FLuc inh: -3%; A350 autofl: inconclusive; Hsp90 Hop PPI: -2%; CRE Fsk mod: -16%; HBB splicing: -6.4%; ERK AVP inh: 12%

Results for COCCOC(=O)c1c(C)oc2ccc(OCc3cc(C(=O)OC)oc3C)cc12 ?
4MU fluor: inactive; GFP derepression: 0%; Ub-GFP proteasome: 9%; Fluorescein autfl: inactive; TexasRed autofl: inactive; FLuc inh: 2%; A350 autofl: inactive; Hsp90 Hop PPI: inconclusive; CRE Fsk mod: inconclusive; HBB splicing: 0.1%[57.5 µM]; ERK AVP inh: 2%

How did CCNc1ncc2nc(-c3ccc(OC)cc3)c(=O)n(CCc3ccccc3)c2n1 do in these assays?
4MU fluor: 3.3e-08M*; GFP derepression: -4%[9.22 µM]; Ub-GFP proteasome: -6%; Fluorescein autfl: inconclusive; TexasRed autofl: inactive; FLuc inh: -2%[11.4 µM]; A350 autofl: 3.6e-08M*; Hsp90 Hop PPI: -3%; CRE Fsk mod: inconclusive; HBB splicing: 0.8%; ERK AVP inh: inconclusive

What do the screens show for `COc1ccc(Oc2ncc3ncc(=O)n(Cc4cccs4)c3n2)cc1`?
4MU fluor: inactive; GFP derepression: 14%[9.22 µM]; Ub-GFP proteasome: 2%; Fluorescein autfl: inconclusive; TexasRed autofl: inactive; FLuc inh: 0%[11.4 µM]; A350 autofl: inactive; Hsp90 Hop PPI: -1%; CRE Fsk mod: -7%; HBB splicing: -0.5%; ERK AVP inh: -7%

What do the screens show for `CCOC(=O)NC1(C(F)(F)F)NC(=O)N(C2CCCCC2)C1=O` (stereo unspecified)?
4MU fluor: inactive; GFP derepression: 2%; Ub-GFP proteasome: -1%; Fluorescein autfl: inactive; TexasRed autofl: inactive; FLuc inh: 5%; A350 autofl: inactive; Hsp90 Hop PPI: 5%; CRE Fsk mod: -2%; HBB splicing: 0.5%; ERK AVP inh: -21%

Results for COC(=O)c1cc(C(=O)OC)cc(-n2c(C)cc(C(=O)CC#N)c2C)c1 ?
4MU fluor: inactive; GFP derepression: 1%; Ub-GFP proteasome: 15%; Fluorescein autfl: inactive; TexasRed autofl: inactive; FLuc inh: -1%; A350 autofl: inactive; Hsp90 Hop PPI: -6%; CRE Fsk mod: inconclusive; HBB splicing: -1.4%; ERK AVP inh: 5%

Results for CC(C)(S)[C@H](N)C(=O)O ?
4MU fluor: inactive; GFP derepression: 0%[9.22 µM]; Ub-GFP proteasome: -5%[9.17 µM]; Fluorescein autfl: inactive; TexasRed autofl: inactive; FLuc inh: 2%[11.4 µM]; A350 autofl: inactive; Hsp90 Hop PPI: 0%[11 µM]; CRE Fsk mod: -10%[7.6 µM]; HBB splicing: 5.1%[9.22 µM]; ERK AVP inh: -8%[11.5 µM]

Results for Cn1ccc2cc(NC(=O)Nc3cccnc3)ccc21 ?
GFP derepression: 4%; Ub-GFP proteasome: 10%; FLuc inh: 16µM*; Hsp90 Hop PPI: -10%; CRE Fsk mod: -18%; ERK AVP inh: -13%

What do the screens show for `O=C1CC(N2CCOCC2)C(=O)N1c1ccccc1Cl` (stereo unspecified)?
4MU fluor: inactive; GFP derepression: 6%; Ub-GFP proteasome: 2%; Fluorescein autfl: inactive; TexasRed autofl: inactive; FLuc inh: 1%; A350 autofl: inactive; Hsp90 Hop PPI: -8%; CRE Fsk mod: 6%; HBB splicing: 0.5%; ERK AVP inh: -3%

How did O=C1NC(c2cccc([N+](=O)[O-])c2)=CCN1c1ccccc1O do in these assays?
4MU fluor: inactive; GFP derepression: -1%&-1%; Ub-GFP proteasome: -3%&-2%; Fluorescein autfl: inconclusive; TexasRed autofl: inconclusive; FLuc inh: -3%&2%; A350 autofl: inactive; Hsp90 Hop PPI: -4%&-4%; CRE Fsk mod: -4%&-4%; HBB splicing: 1.6%; ERK AVP inh: -17%

What do the screens show for `O=c1cc(-c2ccccc2)nc2nc(SCc3ccccc3)[nH]n12`?
4MU fluor: inconclusive; GFP derepression: -2%; Fluorescein autfl: inactive; TexasRed autofl: inactive; FLuc inh: 2%; A350 autofl: inconclusive; Hsp90 Hop PPI: -5%; CRE Fsk mod: -8%; HBB splicing: 0.9%[0.369 µM]; ERK AVP inh: -3%

Results for Cc1cc2nc(SCCN3CCCC3)[nH]c2cc1C ?
GFP derepression: 2%; Ub-GFP proteasome: -12%; FLuc inh: -9%; Hsp90 Hop PPI: -2%; CRE Fsk mod: 4%; HBB splicing: 0.3%; ERK AVP inh: 1%

How did O=C1NCCN1C(=O)C12CC3CC(CC(C3)C1)C2 do in these assays?
4MU fluor: inactive; GFP derepression: -2%; Ub-GFP proteasome: -12%; Fluorescein autfl: inactive; TexasRed autofl: inactive; FLuc inh: 2%; A350 autofl: inactive; Hsp90 Hop PPI: -5%; CRE Fsk mod: -12%; HBB splicing: -2.4%; ERK AVP inh: 20%

How did OC1CCCCC1Sc1nc2ccccc2s1 (stereo unspecified) do in these assays?
4MU fluor: inactive; GFP derepression: -5%; Ub-GFP proteasome: 10%; Fluorescein autfl: inactive; TexasRed autofl: inactive; FLuc inh: -1%; A350 autofl: inactive; Hsp90 Hop PPI: -2%; CRE Fsk mod: 12%; HBB splicing: 0.4%; ERK AVP inh: -11%
